Mtb BioA inh – BioA (M. tuberculosis) enzyme inhibition; inhibition, % at 9.99 µM; purified M. tuberculosis BioA enzyme, plate reader; hit rate 0.096% among 360,000; in the data active means inhibition above about 40%; inconclusive means no clear call, values can overlap the other calls
UGM FP inh – Mtb UDP-galactopyranose mutase inhibition; P9WIQ1; purified UGM, fluorescence polarization probe displacement; inhibition, % at 10 µM; hit rate 0.06% among 320,000; in the data active means inhibition above about 10%, passing the limit was not always enough; inconclusive means no clear call, values can overlap the other calls
Target sequence (P9WIQ1 whole entry, looked up): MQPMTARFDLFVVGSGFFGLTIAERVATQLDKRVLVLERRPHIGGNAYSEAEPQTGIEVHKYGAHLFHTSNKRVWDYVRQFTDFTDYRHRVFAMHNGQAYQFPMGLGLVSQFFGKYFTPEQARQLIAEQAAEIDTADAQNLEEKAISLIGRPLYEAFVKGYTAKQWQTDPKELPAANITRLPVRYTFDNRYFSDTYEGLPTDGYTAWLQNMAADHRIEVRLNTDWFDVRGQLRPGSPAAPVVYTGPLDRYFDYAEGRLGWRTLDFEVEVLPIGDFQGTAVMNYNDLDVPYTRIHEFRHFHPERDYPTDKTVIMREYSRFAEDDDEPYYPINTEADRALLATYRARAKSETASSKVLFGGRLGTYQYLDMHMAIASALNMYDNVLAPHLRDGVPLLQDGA
GDH-TPI inh – counter-screen for M. tuberculosis FBA inhibitors: GDH-TPI coupled enzymes; GDH-TPI coupled enzyme counterscreen, NADH absorbance; inhibition, % at 4.8 µM; hit rate 1.2% among 360,000; AID 588335;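 further: 0% = DMSO wells and 100% = wells lacking the enzyme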
FadD28 FP inh – M. tuberculosis FadD28 bisubstrate binding inhibition; inhibition, % at 12.5 µM; FadD28 bisubstrate probe binding, fluorescence polarization; hit rate 0.22% among 360,000; AID 588549; in the data active means inhibition above about 8.5%, passing the limit was not always enough; inconclusive means no clear call, values can overlap the other calls
PrPC TRFRET – reduces human prion protein on the cell surface. inhibition, % at 13.8 µM. cell surface PrPC, TR-FRET read-out. hit rate 0.43% among 370,000. P04156. AID 720596; in the data active means inhibition above about 24%; further: 0% = median of the test wells and 100% = reference compound wells
CCHFV vOTU inh – blocks the CCHF virus ovarian tumor domain protease; hit rate 0.55% among 370,000; inhibition, % at 11.5 µM; CCHFV vOTU protease, Pep-AMC fluorescence; further: 0% = vehicle wells with enzyme and 100% = no enzyme wells
BoNT-F LC inh – blocks Botulinum neurotoxin F light chain protease; Multiplex microsphere protease cleavage assay, flow cytometry; inhibition, % at 10 µM; hit rate 0.22% among 360,000; AID 588497; in the data active means inhibition above about 35%, passing the limit was not always enough; inconclusive means no clear call, values can overlap the other calls; further: plate controls were buffer without enzyme for full effect and enzyme alone for no effect
FBA Mtb inh – Mtb fructose-bisphosphate aldolase inhibition | hit rate 2.3% among 360,000 | inhibition, % at 1 µM | P9WQA3 | AID 588726 | purified M. tuberculosis FBA, fluorescence read-out; in the data active means inhibition above about 27%;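 further: 0% = vehicle and 100% = reference inhibitor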
Target sequence (P9WQA3 whole entry, looked up): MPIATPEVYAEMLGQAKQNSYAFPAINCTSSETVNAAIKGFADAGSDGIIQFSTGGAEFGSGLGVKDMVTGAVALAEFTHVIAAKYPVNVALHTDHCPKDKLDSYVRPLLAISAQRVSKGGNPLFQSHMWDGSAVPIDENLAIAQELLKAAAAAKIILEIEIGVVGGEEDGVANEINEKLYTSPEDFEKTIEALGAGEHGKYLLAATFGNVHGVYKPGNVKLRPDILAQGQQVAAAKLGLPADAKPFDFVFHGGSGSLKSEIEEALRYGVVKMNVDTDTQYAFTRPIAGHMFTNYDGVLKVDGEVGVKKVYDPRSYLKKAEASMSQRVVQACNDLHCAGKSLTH
BoNT A protease – BoNT A light chain protease inhibition | hit rate 0.17% among 360,000 | inhibition, % at 10 µM | multiplex microsphere protease substrate cleavage, flow cytometry | AID 588499; in the data active means inhibition above about 30%; inconclusive means no clear call, values can overlap the other calls; further: plate controls were buffer without enzyme for full effect and enzyme alone for no effect
Starred values were filed as active, the others as inactive; ? = inconclusive; / = no result given; + = active, no number. Unless noted, no stated cut-off is given here; in the data, active means inhibition above about 30%; inactive means the rest. Not a hit list; about 4.8% have a hit in one of these screens.

SMILES	Mtb BioA inh	UGM FP inh	GDH-TPI inh	FadD28 FP inh	PrPC TRFRET	CCHFV vOTU inh	BoNT-F LC inh	FBA Mtb inh	BoNT A protease
Cc1cc(C)nc(SCc2cccc(C(=O)O)c2)n1	0.0	-1.5	5	-5.2	-6	-20	5	-2	-0.2
COc1ccc(C(=O)NNC(=O)CSc2nnc3ccccn23)cc1OC	0.2	-0.9	1	-4.4	5	5	-3	1	0.1
O=C(OCCO)c1c(C2=CCCCC2)oc2c1C(OCCO)CCC2 (configuration not stated)	/	/	/	/	4	9	-3	/	-0.5
CC(=O)C1=NOC(CNC(=O)c2c(-c3ccccc3Cl)noc2C)C1 (configuration not stated)	-0.8	-0.8	-2	-5.3	3	8	4	-2	-0.4
Cc1c(C(=O)N2CCCC2)c(S(=O)(=O)NCC(C)c2ccccc2)c(C)n1C (configuration not stated)	-2.0	2.9	8	-0.4	-2	-1	-5	2	-1.0
O=C(CSc1nc2ccccc2c(=O)n1CCCN1CCOCC1)Nc1cccc(S(=O)(=O)N2CCCCCC2)c1	/	1.4	15	0.0	-2	1	-2	0	-0.6
Cc1ccc(N2C(S)=C(C#N)C(=O)NC2c2cccs2)cc1 (configuration not stated)	/	-0.3	3	-1.4	1	29	0	1	0.3
Cc1ccc(C(=O)N2CCC(Cc3ccccc3)CC2)cc1[N+](=O)[O-]	11	2.8	-3	-2.7	11	0	3	1	-0.3
O=C(Cc1cccs1)NCc1cccs1	-0.6	-3.1	-7	-0.3	/	/	5	5	1.2
COCCN(CC(=O)NCc1ccccc1)C(=O)CCC(=O)Nc1ccccn1	-1.1	-3.1	5	-1.4	-3	10	-9	2	-0.6
Cc1ccccc1OCCNC(=S)Nc1ccccc1	2.9	1.4	6	-2.6	1	-1	7	-3	-0.4
Cc1cc2n(n1)C(c1sccc1C)Nc1ccccc1-2 (configuration not stated)	-0.1	0.5	8	-4.3	-2	-7	?	1	?
CC(NC(=O)C1CCCCC1)c1ccc2c(c1)OCCO2 (configuration not stated)	/	1.6	2	-0.5	3	-14	12	4	0.4
COc1ccc(CCNC(=O)CSCc2ccc(Br)cc2)cc1OC	0.3	-1.9	13	-4.3	2	-11	-6	-1	-0.4
COc1cccc(COC(=O)C2CC(=O)N(Cc3ccco3)C2)c1OC (configuration not stated)	0.7	-4.1	10	-1.8	-2	-5	-2	3	-2.9
CC(=O)Nc1cccc(NC(=O)c2ccc(COc3ccccc3)cc2)c1	-2.6	/	-3	-3.5	19	13	6	0	0.0
CC(=O)Nc1cc(-c2cccc(C(=O)NCCN(C)C)c2)cn2c(-c3ccc(F)c(Cl)c3)cnc12	0.7	/	10	-13	-1	3	-12	-2	-0.3
Cc1cccn2c(=O)c(C=O)c(N3CCN(c4ccccc4)CC3)nc12	/	4.8	6	-3.3	7	6	0	-1	-0.2
Cc1ccc(S(=O)(=O)N2[C@@H](c3cccc(Cl)c3)C(C(=O)O)=CC[C@H]2c2ccc(Cl)c(Cl)c2)cc1	2.7	-0.5	5	-5.9	-5	11	-3	1	-0.2
c1ccc(CSc2nnc(-c3ccco3)n2Cc2ccccc2)cc1	7.3	1.4	-3	-3.1	1	7	8	1	0.7
COc1ccc(C2CC(c3ccccc3)=NN2C(=O)c2cccs2)cc1 (configuration not stated)	1.6	0.7	12	1.1	-13	-8	9	3	0.2
NC(=O)C1CCN(C(=O)c2cnn(-c3ccccc3)c2NC(=O)c2cccc(F)c2)CC1	/	-0.2	4	0.1	3	1	-15	2	-7.0
O=C(O)c1ccc2c(c1)OCCO2	0.1	-1.0	-1	-2.3	10	-11	-5	-1	-0.4
CCCc1nc(N)c(C#N)c(-c2ccco2)c1CC	-1.1	-5.3	3	?	2	-2	4	6	0.8
CCOCCCNC(=O)Cc1c(C(=O)O)[nH]c2ccc(Cl)cc12	0.4	8.4	4	-1.3	-1	7	-1	2	-0.2
CCOC(=O)C(C#N)C(=N)C1C(=O)OC2CCCCC21 (configuration not stated)	/	/	-4	-3.0	-9	1	-4	-2	-0.1
CC[C@@H](C)[C@@H]1CN([C@@H](C)CN2CCC[C@H]2CN2C(N)=NC[C@H]2C(C)C)C(=N)N1CCc1ccc(Cl)c(Cl)c1	0.0	/	-3	-3.8	3	-2	-10	5	-0.1
Cc1ccc(S(=O)(=O)NCC(=O)NCC(=O)N2CCC(C)CC2)cc1	-0.3	-1.6	-17	0.0	-4	3	-14	4	-6.0
CC(C(=O)Nc1cccnc1)n1cc([N+](=O)[O-])cn1 (configuration not stated)	/	0.4	2	-0.5	-2	-9	1	-1	-0.5
O=C(Nc1ccc(Br)cc1)c1nn(C23CC4CC(CC(C4)C2)C3)cc1Br	0.1	-1.2	-5	-2.5	-6	-5	-6	-2	-0.3
Cc1cc(-c2nnc(CCC(=O)N(C)Cc3cccc4ccccc34)o2)no1	8.0	-1.2	-1	0.7	8	12	-7	5	-1.0
Cc1cc(C(F)F)n2ncc(C(=O)N3CCCCC3)c2n1	-0.4	0.5	7	-2.2	0	16	?	1	1.1
Cc1c([N+](=O)[O-])cc(C(=O)Nc2ccc(Cc3ccncc3)cc2)cc1[N+](=O)[O-]	/	-6.7	2	1.1	2	-6	-3	-2	-0.2
CCCCc1ccc(S(=O)(=O)N2CCC3(CC2)OCCO3)cc1	0.4	-1.1	10	2.1	6	14	0	3	-1.2
O=C(CN1C(=O)COc2ccc(Cl)cc21)N1CCOCC1	-0.3	-2.0	-10	-1.9	7	-8	1	-4	-0.1
c1ccc(-c2cnnn2-c2ccccc2)cc1	-3.0	-4.0	16	-0.4	1	-4	-20	1	1.9
CC1(NC(=O)Cc2ccc(S(=O)(=O)N3CCOCC3)s2)CCS(=O)(=O)C1 (configuration not stated)	0.2	-4.4	1	-1.1	1	-12	2	3	-4.0
O=c1[nH]c2ccccc2n1C1CCN(C(CCc2ccccc2)c2nnnn2C2CCCCC2)CC1 (configuration not stated)	-2.6	/	/	-1.2	-4	3	-4	-3	1.5
Cc1ccc(-c2csc3nnc(SCC(=O)N4CCN(Cc5ccccc5)CC4)n23)cc1	/	-1.4	-2	-3.1	-3	-9	-14	-2	1.0
COc1ccccc1NC(=S)NCC1CCCO1 (configuration not stated)	0.2	2.8	9	-0.7	-1	13	-2	-3	-0.3

Exported with values under each structure: 6 of the compounds above.
Second line of a record: Mtb BioA inh | UGM FP inh | GDH-TPI inh | FadD28 FP inh | PrPC TRFRET | CCHFV vOTU inh | BoNT-F LC inh | FBA Mtb inh | BoNT A protease
- Cc1cc2n(n1)C(c1sccc1C)Nc1ccccc1-2 (configuration not stated)
    -0.1 | 0.5 | 8 | -4.3 | -2 | -7 | ? | 1 | ?
- CC(NC(=O)C1CCCCC1)c1ccc2c(c1)OCCO2 (configuration not stated)
    / | 1.6 | 2 | -0.5 | 3 | -14 | 12 | 4 | 0.4
- COc1ccc(CCNC(=O)CSCc2ccc(Br)cc2)cc1OC
    0.3 | -1.9 | 13 | -4.3 | 2 | -11 | -6 | -1 | -0.4
- COc1cccc(COC(=O)C2CC(=O)N(Cc3ccco3)C2)c1OC (configuration not stated)
    0.7 | -4.1 | 10 | -1.8 | -2 | -5 | -2 | 3 | -2.9
- CC(=O)Nc1cccc(NC(=O)c2ccc(COc3ccccc3)cc2)c1
    -2.6 | / | -3 | -3.5 | 19 | 13 | 6 | 0 | 0.0
- CC(=O)Nc1cc(-c2cccc(C(=O)NCCN(C)C)c2)cn2c(-c3ccc(F)c(Cl)c3)cnc12
    0.7 | / | 10 | -13 | -1 | 3 | -12 | -2 | -0.3

New compounds follow
SMILES	Mtb BioA inh	UGM FP inh	GDH-TPI inh	FadD28 FP inh	PrPC TRFRET	CCHFV vOTU inh	BoNT-F LC inh	FBA Mtb inh	BoNT A protease
CNCC(O)c1ccc(O)c(O)c1 (configuration not stated)	-0.9	3.7	-14	-2.0	-5	-2	-11	8	-0.5
CS(=O)(=O)Nc1ccc(F)cc1	/	/	/	/	-5	15	-3	/	0.2
COc1ccc2nc(NC(=O)CSc3n[nH]c(N)n3)sc2c1	/	1.4	9	-4.6	6	-2	?	1	2.3
CCOC(=O)N1CCN(C(=O)c2ccccc2NC(=O)c2ccc(OC)cc2)CC1	/	-0.8	5	-0.2	5	6	-4	0	-1.8
Cc1cc(NC(=O)COC(=O)c2ccco2)no1	/	2.9	-7	-4.9	2	-2	-4	0	-1.4
CCC(=O)NC(Nc1cccc(C)n1)(C(F)(F)F)C(F)(F)F	-0.1	-0.1	2	-1.6	-6	-8	3	1	1.2
Cc1ccc(CNC(=O)CCn2cc(-c3ccc(C)cc3)nc2CCN)cc1	-1.2	-1.4	7	-2.6	-3	-8	-14	4	-1.1
CCCNC(=O)C1CCN(S(=O)(=O)c2cccc3nonc23)CC1	/	-0.9	-4	0.1	-31	10	1	0	-1.0
Cn1c(=O)c2c(SCC(=O)Nc3cccc(F)c3)nc(-c3ccco3)nc2n(C)c1=O	-1.2	-1.0	-2	-4.8	-5	5	-2	-1	-0.1
C/C(=N\NS(=O)(=O)c1ccc(Cl)c([N+](=O)[O-])c1)c1ccc(C)o1	-1.3	2.1	3	-2.8	3	-1	1	0	-0.3
COc1ccc(C(=O)N2CCC(C(=O)c3c(C)cc(C)cc3C)CC2)cc1	/	1.5	18	-0.2	7	-8	-2	-1	-0.7
CCCCCCN1C[C@H](O)[C@@H](n2cc(COC(=O)c3ccccc3)nn2)C[C@@H]1c1ccc(C)cc1	-1.6	/	16	-1.1	2	29	0	2	0.0
COc1ccc2[nH]c(C)c(CCN(Cc3cccs3)C(=S)Nc3ccccc3OC)c2c1	-3.7	13*	21	-2.0	2	1	-26	8	1.7
CC(C)N(CCNCC(O)COc1ccc(C(C)(C)c2ccccc2)cc1)C(C)C (configuration not stated)	/	-0.6	-5	-5.4	-13	-10	-21	8	0.3
COc1ccc(S(=O)(=O)N2CCC(C(=O)NCCC(=O)NCc3cccc(OC)c3)CC2)cc1	-0.5	-5.4	-3	-2.7	-3	-1	3	-1	-0.1
CSc1c(C#N)sc(=S)n1-c1ccc(C)cc1	0.1	-0.3	11	-0.8	-3	15	0	-3	0.6
O=C(COc1ncnc2ccccc12)NCC1CCCO1 (configuration not stated)	/	0.8	-1	-2.8	-1	13	0	1	-0.7
N/C(CS(=O)(=O)c1ccccn1)=N\OC(=O)c1ccccc1Cl	-1.4	-2.2	5	-1.7	0	-3	/	-1	/
Cn1c(=O)nc2n(Cc3ccccc3)c3ccccc3cc-2c1=O	/	-2.8	7	-3.3	-23	-63	13	85*	8.2
O=C(CCOc1ccccc1)NCC(c1ccco1)N1CCCCC1 (configuration not stated)	-0.8	-1.6	-10	-3.0	-7	-1	7	2	-0.4
COc1ccc(-c2noc(CNC(=O)CCN3C(=O)[C@H]4CC=CC[C@H]4C3=O)n2)cc1	-1.9	1.0	6	-0.7	-1	8	8	-1	0.3
CC(C)NC(=O)C1(c2ccccc2)CCOCC1	1.4	2.3	7	0.1	-6	-6	0	2	0.6
Cc1c(OCC(=O)NCC2CCC(C(=O)NCCCO)CC2)ccc2c(-c3ccccc3)cc(=O)oc12 (configuration not stated)	-1.5	-0.2	10	-2.8	-6	-4	1	3	0.1
Cn1c(=O)[nH]c(=O)c2c1nc(N1CCNCC1)n2Cc1ccccc1	0.2	1.9	-14	-3.6	-5	-11	3	1	0.4
CN1CCC(=NNC(=O)c2cn(-c3ccccc3)nc2-c2ccccc2)CC1	-1.5	0.7	6	-1.8	2	-3	-3	0	-0.6
Nc1cc(=O)[nH]c(=O)n1CCCc1ccccc1	7.6	-0.3	-6	-4.4	0	10	-17	0	-3.1
CCOP(=O)(OCC)C(Cc1ccc(OC)c(OC)c1)N=C(c1ccccc1)c1ccccc1 (configuration not stated)	/	/	/	-4.5	-4	12	0	-4	-0.3
CCOC(=O)c1nn(-c2ccccc2)c(C#N)c1N	/	0.5	10	0.0	6	-164	-1	+	-0.2
COP(=O)(OC)C1(O)C(=O)Nc2ccc(Br)cc21 (configuration not stated)	/	0.4	4	0.3	-9	-6	-3	5	0.6
Cc1cc(NC(=O)CSc2nc(-c3ccccc3)nc3c2c(=O)n(C)c(=O)n3C)no1	-0.7	4.1	0	-0.3	-4	-5	-12	5	0.2
COc1ccccc1N1CCN(C(=O)c2cccs2)CC1	6.3	-0.9	0	-0.2	-9	-4	15	0	-2.5

From PubChem BioAssay
